MEP2-GFP yeast – yeast TOR pathway MEP2-GFP modulation | S. cerevisiae MEP2-GFP strain, flow cytometry GFP, 3 h; 100% = DMSO control level | GFP response vs DMSO, % at 10 µM | 330,000 tested, 0.51% active;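 active means GFP response versus DMSO above a set limit, roughly screen mean plus 3 SD, cut at about 180% in these data; inconclusive means fewer than 70 cells counted for a yeast strain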;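 further: median GFP fluorescence of the barcode-gated MEP2-GFP cells per well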
Efflux pump inh – blocks antifungal efflux pumps in multiplex yeast assay; inhibition, % at 10 µM; 330,000 tested, 0.44% active; AID 485275; S. cerevisiae Candida pump triplex, Nile Red efflux;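 active means plate passing quality check with inhibition over a set limit, or well fluorescence over plate mean plus 4 SD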;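 further: Nile Red retained in pooled yeast measured as flow cytometry median fluorescence; 0% = buffer negative control and 100% = Enniatin B positive control; higher means more Nile Red kept so more efflux inhibition; some compounds called inactive have numbers as strong as hits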
RPL19A-GFP yeast – alters RPL19A-GFP fluorescence in TOR pathway yeast screen; percent response vs DMSO, % at 10 µM; 330,000 tested, 0.3% active; AID 2025; S. cerevisiae RPL19A-GFP strain, flow cytometry, 3 h; hits give low values;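 active means percent response vs DMSO below 50%; inconclusive means fewer than 70 events counted for the yeast strain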;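 further: median channel GFP fluorescence of the barcoded RPL19A-GFP strain; ratio of sample median GFP to plate DMSO average so 100% = DMSO; lower means less RPL19A-GFP as with rapamycin TOR inhibition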
CIT2 TOR yeast – modulators of TOR pathway CIT2-GFP in S. cerevisiae; S. cerevisiae CIT2-GFP strain, flow cytometry, 3 h; 100 means same as DMSO wells; GFP response vs DMSO, % at 10 µM; 320,000 tested, 0.065% active; AID 2029;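 active means GFP response relative to DMSO above a set limit, near the screen mean plus 3 SD, cut at about 150% in these data; inconclusive means Fewer than 70 cells measured for a yeast strain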;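 further: ratio of well median GFP fluorescence to mean of DMSO wells on the plate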
LAP4 TOR yeast – alters LAP4-GFP fluorescence in TOR pathway yeast screen | 320,000 tested, 0.34% active | S. cerevisiae LAP4-GFP multiplex, flow cytometry GFP, 3 h; median GFP as percent of DMSO wells | AID 2023 | GFP response vs DMSO, % at 10 µM;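 active means GFP response vs DMSO above a set limit, about the screen mean plus 3 SD, cut at about 150% in these data; inconclusive means under 70 cell events counted for the yeast strain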
AGP1 TOR yeast – modulators of TOR pathway AGP1-GFP in S. cerevisiae. S. cerevisiae AGP1-GFP multiplex flow cytometry, 3 h; GFP as percent of DMSO wells. GFP response vs DMSO, % at 10 µM. 320,000 tested, 0.02% active;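 active means GFP response relative to DMSO above a set limit, near screen average plus 3 SD, cut at about 150% in these data; inconclusive means fewer than 70 cells counted for the yeast strain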;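 further: median GFP channel fluorescence of the gated AGP1 strain per well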
AHR activator – activators of human aryl hydrocarbon receptor; P35869; AHR-responsive luciferase reporter cells, luminescence; activation, % at 5 µM; 320,000 tested, 2.5% active; AID 2796; in the data active means activation above about 47%;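 further: 0% = vehicle wells and 100% = reference agonist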
Target sequence (P35869 whole entry, looked up): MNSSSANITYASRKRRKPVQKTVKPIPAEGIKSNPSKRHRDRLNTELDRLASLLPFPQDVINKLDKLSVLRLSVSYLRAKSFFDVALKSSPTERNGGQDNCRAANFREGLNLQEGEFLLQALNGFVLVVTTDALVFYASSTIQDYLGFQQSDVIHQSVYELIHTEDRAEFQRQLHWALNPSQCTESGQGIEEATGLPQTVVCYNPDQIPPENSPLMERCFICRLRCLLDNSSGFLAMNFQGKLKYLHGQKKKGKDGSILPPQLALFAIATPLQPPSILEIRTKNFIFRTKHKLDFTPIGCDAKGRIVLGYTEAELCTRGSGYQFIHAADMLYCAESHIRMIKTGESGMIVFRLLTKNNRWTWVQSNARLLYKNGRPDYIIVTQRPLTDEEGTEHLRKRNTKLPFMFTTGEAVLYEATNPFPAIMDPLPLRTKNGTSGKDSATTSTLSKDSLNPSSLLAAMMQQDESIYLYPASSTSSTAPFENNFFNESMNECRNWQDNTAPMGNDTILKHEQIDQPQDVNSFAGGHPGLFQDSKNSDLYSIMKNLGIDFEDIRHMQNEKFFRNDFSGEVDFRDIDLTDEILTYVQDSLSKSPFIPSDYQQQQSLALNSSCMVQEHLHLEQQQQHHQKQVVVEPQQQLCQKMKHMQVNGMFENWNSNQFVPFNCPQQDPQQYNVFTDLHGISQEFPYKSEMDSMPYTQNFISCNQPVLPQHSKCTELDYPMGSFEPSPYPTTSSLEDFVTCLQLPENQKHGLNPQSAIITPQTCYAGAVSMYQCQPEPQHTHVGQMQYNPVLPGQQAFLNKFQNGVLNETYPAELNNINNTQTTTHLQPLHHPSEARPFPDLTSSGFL
CR mimetic SO – lowers age-related superoxide in aged yeast cells. S. cerevisiae aged cells, superoxide DHE fluorescence; hits give low values. superoxide response (% of plate mean), % at 10 µM. 330,000 tested, 0.18% active. AID 2690;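 active means superoxide response under a set limit, about three screen SD below normal, cut at about 65% in these data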;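 further: yeast aged for seven days with compound at 30 °C before DHE staining; 100% = average MFI of all compound-treated wells on the plate with controls excluded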
* hit, by the source's call; ? = inconclusive; nt = no result given; [ ] = another dose, or the depositor's remark.

Order of results: MEP2-GFP yeast, Efflux pump inh, RPL19A-GFP yeast, CIT2 TOR yeast, LAP4 TOR yeast, AGP1 TOR yeast, AHR activator, CR mimetic SO
- COc1ccccc1NS(=O)(=O)c1cc(N=N/C(C(=O)Nc2ccc(Cl)cc2)=C(/C)O)ccc1C
  102, 0.0, 104, 101, 104, 109, 7, 92
- Cn1nnc(NC(=O)c2ccccc2)n1
  100, -0.1, 98, 106, 98, 100, -1, 111
- CC1CCCCN1C(=O)CSc1nc(C2CC2)nc2ccccc12 (stereo not drawn)
  98, 0.0, 104, 111, 88, 103, 4, 122
- CCOc1ccc(OCC)c(NC(=O)CSc2nnnn2CC)c1
  101, 0.0, 96, 90, 98, 96, 12, 89
- COc1ccc(Nc2nc3ccccc3nc2-n2nc(C)cc2C)cc1
  109, -0.1, 106, 123, 116, 108, 17, 92
- COc1ccc(CNc2cccc(F)c2)cc1Br
  101, 0.0, 98, 98, 124, 103, 0, 99
- CCOC(=O)c1ccc(COC(=O)c2nonc2N)cc1
  102, 0.0, 100, 89, 113, 99, 1, 101
- COc1ccc(C)cc1NC(=O)CN1CCN(S(=O)(=O)c2ccc(C(C)C)cc2)CC1
  99, 0.0, 100, 98, 94, 97, 1, 100
- Cn1c(Cn2c(=O)sc3ccccc32)nnc1SCc1ccccc1F
  101, -0.1, 97, 100, 106, 101, 3, 101
- CC(=O)N(C)C1=C(N2CCOCC2)C(=O)c2ccccc2C1=O
  99, 0.0, 101, 99, 103, 103, 2, 176
- Cc1cc(Br)c2c(c1)C(O)(N1CCCCC1C)C(=O)N2 (stereo not drawn)
  102, 0.2, 101, 102, 91, 104, 7, 96
- O=C(CN1C(=O)c2cccc3cccc1c23)NCc1ccccn1
  103, 0.1, 94, 97, 101, 96, -3, 99
- O=C(CSc1nc(=O)n2ccccc2n1)Nc1ccc2c(c1)OCCO2
  112, -0.1, 98, 99, 108, 102, 1, 109
- CC(C)Nc1nc(NC(C)C)nc(N(C#N)CCOc2ccc(Cl)cc2Cl)n1
  96, 0.1, 92, 91, 89, 91, 3, 102
- COc1cc(C(=O)Nc2nc3ccc(S(C)(=O)=O)cc3s2)cc(OC)c1C
  112, 0.1, 113, 99, 118, 116, 3, 114
- Cc1cc(Cl)ccc1C(=O)C1CCCN(C(=O)c2cc(C(C)C)no2)C1 (stereo not drawn)
  97, -0.2, 99, 95, 102, 103, 5, 91
- CCN(CCn1cccn1)C(=O)c1cc(COc2cc(C)ccc2C)on1
  108, 0.0, 122, 105, 87, 102, nt, 116
- COc1cc(S(=O)(=O)NCCCN2CCOCC2)ccc1-n1cnnn1
  99, 0.2, 99, 93, 98, 100, -1, 89
- Cc1ccc(CSCC(=O)Nc2c(C)n(C)n(-c3ccccc3)c2=O)cc1
  111, 0.4, 106, 104, 99, 105, 0, 98
- CCOC(=O)CSc1nc2cc3c(cc2cc1C#N)OCCO3
  104, 0.0, 97, 101, 104, 100, 2, 100
- Oc1cccnc1CCc1ccccc1
  96, 0.0, 100, 108, 98, 106, 3, 92
- Cn1c(C(=O)NCCc2ccccc2)cc(=O)n(C)c1=O
  105, 0.0, 96, 97, 98, 96, 0, 107
- O=C(c1cc(S(=O)(=O)N2CCOCC2)ccc1Cl)N1CCOCC1
  103, 0.1, 112, 111, 83, 107, 0, 91
- CCc1ccc(CN(C)C(=O)CCc2nnc(CCc3ccccc3OC)o2)nc1
  92, 0.1, 92, 90, 88, 96, 5, 102
- O=C(Cc1ccc(Cl)c(Cl)c1)NC1CCCCCC1
  96, -0.3, 95, 86, 111, 96, 4, 106
- CCOc1ccccc1NC(=O)CN(c1cc(C)cc(C)c1)S(=O)(=O)c1c(C)noc1C
  101, -0.2, 97, 99, 99, 102, 2, 100
- CN(C)C(=O)NCc1ccc(S(N)(=O)=O)cc1
  109, -0.1, 108, 111, 118, 116, -2, 89
- COc1ccc(Cl)cc1NC(=O)C(C)NC(c1ccccc1)c1ccccc1 (stereo not drawn)
  101, 0.3, 103, 96, 107, 104, 1, 101
- C=CCn1c(N2CCCCCC2)nc2c1c(=O)n(C)c(=O)n2C
  103, 0.1, 96, 91, 94, 86, -1, 109
- O=C(O)c1cc(NC(=O)c2ccc(Br)cc2)cc(NC(=O)c2ccc(Br)cc2)c1
  110, 0.1, 100, 101, 96, 98, 2, 102
- CC(=O)Oc1ccc([C@@H]2COc3c(ccc4c3C=CC(C)(C)O4)C2)c(OC(C)=O)c1
  105, -0.1, 93, 93, 100, 93, 0, 98
- CCCCNc1nc2c(c(=O)n(C)c(=O)n2C)n1Cc1cccc(OC)c1
  103, -0.2, 97, 103, 100, 104, -1, 91
- CC1CCC(NS(=O)(=O)c2ccc(N3CCCC3=O)cc2)CC1 (stereo not drawn)
  106, 0.0, 98, 97, 95, 96, -1, 93
- CCN(CC)CCN(Cc1cc2cc(C)c(C)cc2[nH]c1=O)C(=S)NCc1ccco1
  104, 0.0, 98, 103, 97, 103, 3, 93
- Cc1noc(C)c1COc1ccc(C(=O)NNC(=O)c2ccccc2F)cc1
  98, -0.1, 96, 103, 104, 97, 0, 96
- CCOC(=O)NNS(=O)(=O)c1cc(Br)ccc1Br
  98, -0.1, 98, nt, 98, 99, -3, 92
- Cc1ccn2c(Nc3ccccc3C)c(-c3cccnc3)nc2c1
  100, 0.1, 96, 99, 104, 106, -1, 94
- O=C(c1ccc(S(=O)(=O)Nc2ccccc2F)cc1)N1CCCCCC1
  96, 0.0, 95, 93, 95, 98, 2, 91
- Cc1ccc(SCc2cc(=O)n3ccsc3n2)c(C)c1
  110, -0.1, 97, 92, 102, 96, 1, 103
- Cc1cccc(N(CC(=O)NC2CCCCC2)C(=O)CCC(=O)Nc2nccs2)c1
  91, 0.1, 102, 101, 116, 107, 0, 102
- CCC(C)n1c(SCC(=O)Nc2ccc3[nH]c(=O)[nH]c3c2)nc2ccccc2c1=O (stereo not drawn)
  96, 0.2, 94, 91, 101, 96, 0, 98
- COc1ccccc1CN(C)C(=O)c1cc2ccccc2o1
  107, -0.1, 99, 97, 118, 101, 0, 87
- OC(CNC1CCCC1)COc1ccc(F)cc1 (stereo not drawn)
  107, -0.1, 102, 101, 92, 86, nt, 95
- COCCn1c(=NC(=O)CSC(C)=O)sc2cc(OC)ccc21
  102, -0.2, 99, 102, 110, 94, 0, 93
- COc1cc([N+](=O)[O-])ccc1NC(=O)N1CCCCCC1
  93, 0.1, 100, 90, 100, 100, -5, 93
- CCOC(=O)/C(=N\NC(=O)c1ccccc1)c1ccccc1
  98, 0.1, 93, 84, 105, 91, -1, 98
- NC(=O)CCC(NS(=O)(=O)c1ccc(Cl)cc1)C(=O)NCc1ccccc1 (stereo not drawn)
  103, -0.2, 101, 101, 89, 102, -2, 99
- CCc1c(C)nc2ncnn2c1N1CCC(C(=O)N2CCN(c3ccc(F)cc3)CC2)CC1
  107, -0.1, 103, 102, 106, 105, -1, 113
- CN1CCN(c2ccccc2NC(=O)c2c(F)cccc2F)CC1
  95, 0.3, 94, 97, 98, 99, 2, 106
- COCCn1cc(C(=O)NCCCN2CCC(C)CC2)c2c3ccccc3n(C)c2c1=O
  111, 0.1, 103, 100, 111, 107, 3, 83

Additional structures
Order of results: MEP2-GFP yeast, Efflux pump inh, RPL19A-GFP yeast, CIT2 TOR yeast, LAP4 TOR yeast, AGP1 TOR yeast, AHR activator, CR mimetic SO
- CCOc1ccc(C(=O)CCC(=O)NC2=NCCS2)cc1
  92, 0.0, 90, 96, 98, 99, 1, 91
- O=C(/C=C/c1ccccc1[N+](=O)[O-])NCC1CCCO1 (stereo not drawn)
  98, 1.3, 103, 99, 95, 101, 10, 115
- CC(C)Cc1ccc(S(=O)(=O)Nc2ccc3[nH]c(=O)[nH]c3c2)cc1
  105, 0.0, 102, 100, 95, 101, 1, 90
- CCN(c1ccc(C)cc1)S(=O)(=O)c1nnc(NC(=O)c2ccco2)s1
  96, -0.8, 100, 94, 87, 97, 1, 100
- CCCCCC(=O)Nc1ccc(N2CCOCC2)c(S(=O)(=O)Nc2ccc(OC)cc2)c1
  98, 0.0, 99, 103, 100, 107, 3, 101
- Cc1nnc(SCC(=O)Nc2ccc(S(N)(=O)=O)cc2)n(N)c1=O
  104, 0.3, 100, 94, 91, 97, 1, 93
- CSC1=NC(C)(C)C=C(/C=C/c2c(Cl)cccc2Cl)N1
  94, 0.0, 95, 96, 107, 100, 18, 85
- COc1ccc(C(=O)OC(C)CN2CCN(C)CC2)cc1 (stereo not drawn)
  103, 0.0, 106, 114, 85, 105, 5, 96
- CCOc1ccc(-c2nc3n(c(=O)c2C#N)CCCS3)cc1
  99, -0.3, 95, 106, 96, 92, 4, 111
- COc1cc(OC)cc(C(=O)NC(=S)NNC(=O)Cc2cccs2)c1
  107, -0.1, 99, 99, 96, 100, 24, 94
- CN(CC(=O)Nc1ccccc1Cl)CC(=O)N1CCc2ccccc21
  96, 0.0, 98, 97, 104, 95, 4, 85
- Fc1ccc(C(CCCn2nnc(-c3cccnc3)n2)c2ccc(F)cc2)cc1
  100, 0.0, 97, 91, 107, 97, 10, 105
- COc1cc(/C=C2\C(=O)NN(c3ccc(C)cc3)C2=O)cc([N+](=O)[O-])c1O
  112, 0.1, 98, 103, 101, 99, 2, 105
- COc1ccc(C2C(C(=O)N3CCOCC3)CCC(=O)N2c2cc(OC)c(OC)c(OC)c2)cc1 (stereo not drawn)
  92, 0.0, 94, 94, 91, 94, 4, 95
- S=C(NCCc1ccccc1)Nc1nccs1
  108, -0.2, 98, 92, 107, 94, 13, 106
- COc1cc(OC)c(OC)cc1/C=C/c1cc(C(F)(F)F)[nH]c(=O)n1
  102, 0.0, 94, 91, 96, 97, -1, 117
- C[C@H](NC(=O)N1CCC(Cc2ccccc2)CC1)C(=O)O
  106, 0.0, 107, 113, 103, 107, 0, 99
- N#C/C(=N\Nc1ccc(F)cc1)C(=O)C1CC1
  93, 0.1, 96, 92, 104, 88, 2, 106
- CN1N=C(C(=O)NC2CCCc3c2cnn3-c2ccc(F)cc2F)CCC1=O (stereo not drawn)
  101, 0.0, 109, 99, 83, 98, 3, 100
- N#CC1=C(N)OC2=C(CC/C2=C\c2ccccc2)C1c1ccccc1 (stereo not drawn)
  188*[may fluoresce violet], -0.3, 95[may fluoresce violet], ?, 107[may fluoresce violet], 19[may fluoresce violet], 3, 107

Screens as filed in PubChem.
